# Compound activity as filed in PubChem BioAssay.
# UHRF1 binding: human UHRF1 methylated DNA binding inhibitors; Q96T88; inhibition, % at 4.4 µM; UHRF1 binding to methylated oligo, TR-FRET; 370,000 compounds, 0.75% hits; in the data active = inhibition above about 21%;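 also: UHRF1 SRA domain binding a hemimethylated CpG hairpin DNA probe; 0% = median of test compound wells and 100% = reference inhibitor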
# PLCg1 inh: blocks human PLC-gamma1 enzyme activity; inhibition, % at 12.2 µM; purified PLC-gamma1, fluorogenic substrate, fluorescence; AID 720700; 370,000 compounds, 0.84% hits; in the data active = inhibition above about 9.5%
# Rev-erbA mod: modulators of human Rev-erb alpha DNA binding; AID 1259318; Rev-erbα–FITC-DNA binding, fluorescence polarization, 90 min; 370,000 compounds, 0.79% hits; activity, % at 10 µM;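 active = activity above about 14%, limit read from the data; passing the limit was not always enough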;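 also: 0% = DMSO wells with 35 nM protein and 100% = DMSO wells with 750 nM protein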
# ASAP1 GAP inh: ASAP1 ArfGAP inhibition. inhibition, % at 16.5 µM. ASAP1-stimulated ARF1 GTP hydrolysis, GDP FP detection. 360,000 compounds, 0.19% hits. AID 624377; in the data active = inhibition above about 25%;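 also: 0% = vehicle with enzyme and substrate and 100% = no enzyme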
# ARFGAP1 inh: rat ARFGAP1 inhibition. Q62848. 360,000 compounds, 0.26% hits. Arfgap1-stimulated ARF1 GTP hydrolysis, GDP FP detection. inhibition, % at 16.5 µM;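 active = inhibition above a per-plate limit, mean inhibition of low control wells plus 3 SD, cut at about 25% in these data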;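 also: 0% = DMSO wells with enzyme and 100% = wells lacking Arfgap1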
#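 Repeats: one replicate per compound; assay system: rat Arfgap1 catalytic domain, aa 1-136; times: enzyme reaction 120 min at 25 °C after 20 min preincubation; detection: FP of antibody-bound GDP Alexa 633 tracer, ex 620/em 688 nm; benchmarks: high control wells lacking Arfgap1, low control full reaction with DMSO; reagent: human ARF1(Δ1-17)-GTP substrate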
# PLC-beta3 inh: PLC-beta3 (human) inhibition, primary screen | 370,000 compounds, 0.18% hits | Q01970 | inhibition, % at 12.2 µM | Purified PLC-beta3, fluorogenic substrate, fluorescence | AID 720704; in the data active = inhibition above about 11%;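 also: 0% = median of compound wells on plate and 100% = full blocker control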
# Target sequence (Q01970 whole entry, looked up): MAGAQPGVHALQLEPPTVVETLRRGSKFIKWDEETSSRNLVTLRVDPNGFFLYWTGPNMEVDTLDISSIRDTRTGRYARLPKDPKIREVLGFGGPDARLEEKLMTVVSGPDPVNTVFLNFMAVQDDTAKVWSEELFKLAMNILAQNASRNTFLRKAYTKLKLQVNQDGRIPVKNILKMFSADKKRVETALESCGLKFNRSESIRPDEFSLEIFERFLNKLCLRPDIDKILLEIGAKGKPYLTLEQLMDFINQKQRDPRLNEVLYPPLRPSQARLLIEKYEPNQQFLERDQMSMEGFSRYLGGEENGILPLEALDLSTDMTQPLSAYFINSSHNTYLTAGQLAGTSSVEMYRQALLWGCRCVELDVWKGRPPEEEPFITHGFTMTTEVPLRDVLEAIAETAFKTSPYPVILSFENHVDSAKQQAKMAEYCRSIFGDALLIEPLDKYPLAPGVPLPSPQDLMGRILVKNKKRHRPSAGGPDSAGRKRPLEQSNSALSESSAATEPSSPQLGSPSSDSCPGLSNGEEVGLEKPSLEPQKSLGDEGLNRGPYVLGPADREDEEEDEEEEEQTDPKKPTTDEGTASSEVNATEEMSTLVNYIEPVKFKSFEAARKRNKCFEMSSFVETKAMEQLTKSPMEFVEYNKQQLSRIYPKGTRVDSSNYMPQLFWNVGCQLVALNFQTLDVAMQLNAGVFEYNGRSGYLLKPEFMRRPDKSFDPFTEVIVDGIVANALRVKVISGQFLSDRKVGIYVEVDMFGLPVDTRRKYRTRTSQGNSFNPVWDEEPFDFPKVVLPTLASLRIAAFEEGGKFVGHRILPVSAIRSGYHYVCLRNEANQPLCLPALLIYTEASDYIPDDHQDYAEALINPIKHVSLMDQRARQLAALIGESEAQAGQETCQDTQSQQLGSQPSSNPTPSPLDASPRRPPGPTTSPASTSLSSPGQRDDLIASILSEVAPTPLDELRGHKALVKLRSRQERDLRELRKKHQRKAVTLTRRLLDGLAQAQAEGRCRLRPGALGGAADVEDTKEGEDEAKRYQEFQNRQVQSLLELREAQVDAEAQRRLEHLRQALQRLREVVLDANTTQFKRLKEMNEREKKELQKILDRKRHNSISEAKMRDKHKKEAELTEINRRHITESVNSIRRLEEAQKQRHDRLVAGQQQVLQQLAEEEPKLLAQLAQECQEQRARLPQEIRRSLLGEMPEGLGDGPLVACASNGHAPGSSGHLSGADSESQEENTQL
# DDE Tn6 FP inh: disrupts Tn6 cyclic peptide binding to fibrin D-Dimer-E complex; P02675; Fibrin DD(E) TRITC-Tn6 fluorescence polarization displacement; inhibition, % at 8.3 µM; 370,000 compounds, 0.21% hits;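 active = inhibition above a per-campaign cutoff: mean of compounds within control limits plus 3 SD, cut at about 15% in these data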;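 also: 0% = median of all compound wells on the plate and 100% = blocking peptide control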
# sPLA2-III inh: Inhibits HGIII-sPLA2 liposome hydrolysis, primary screen | inhibition, % at 12.2 µM | Q9NZ20 | AID 743126 | 370,000 compounds, 0.56% hits | QFRET BODIPY PC-A2 liposome hydrolysis, fluorescence;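 active = inhibition above mean plus 3 SD of compounds lying within the high and low control bounds, cut at about 19% in these data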;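 also: 0% = median of test compound wells and 100% = no enzyme DMSO wells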
# KLK7 zymogen act: proKLK7 (human) activation, primary screen; P49862; purified proKLK7, EDANS-DABCYL substrate fluorescence; 100% is mature enzyme control, 0% vehicle; activation, % at 7 µM; 370,000 compounds, 0.9% hits;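 active = activation above the mean of all tested compounds plus 3 SD, computed per campaign excluding outliers beyond control limits, cut at about 13% in these data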
# DDE Tn7 FP inh: inhibitors of Tn7 peptide binding to human fibrin DD(E) | FP displacement of FITC-Tn7 peptide from fibrin DD(E); 0% = median of compound wells per plate | 370,000 compounds, 0.13% hits | inhibition, % at 8.3 µM | AID 720508;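 active = inhibition above the mean of compounds falling within the control limits plus 3 SD of them, cut at about 14% in these data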;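 also: 0% = plate median of compound wells and 100% = 10 µM Aha-Tn7 peptide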
#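 Assay system: Fibrin-DD(E) protein isolated from polymerized human fibrin clots; read-out basis: percent inhibition; medium: Tris/NaCl/CaCl2 buffer, pH 7.8; signal: FP measurement; incubation: 10 min plus 3 h, room temperature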
# The depositor's hits bear a star; i = inactive; · = no result given.
UHRF1 binding	PLCg1 inh	Rev-erbA mod	ASAP1 GAP inh	ARFGAP1 inh	PLC-beta3 inh	DDE Tn6 FP inh	sPLA2-III inh	KLK7 zymogen act	DDE Tn7 FP inh	compound
-2	4	2	-15	6	-4	2	-4	0.0	-3	CC/C(=N/NC(=O)c1ccc2c(c1)OCO2)c1ccccc1O
5	3	2	-1	-1	1	0	-2	-0.1	-1	C=CCc1ccc(OCCCCNC2CCCC2)c(OC)c1
2	2	3	-9	19	0	-1	-2	-0.3	-3	CC1CCN(S(=O)(=O)c2ccc(NC(=O)CN3CCCC3)cc2)CC1
-2	2	7	-9	-1	-7	-10	-4	0.0	-4	Cc1ccc(C(=O)COC(=O)COc2ccc(C)c(C)c2)cc1
0	3	-2	5	-7	3	-1	0	0.1	-5	O=C(O)CC(=O)Nc1ccccc1
-3	-4	12	-7	5	-2	-1	4	-0.2	-3	CC(=O)Nc1ccc(NC(=O)C(C)OC(=O)C2CCCC2)cc1 (stereo unspecified)
-1	-1	0	6	5	0	4	6	-0.4	-3	CCCS(=O)(=O)NC(=O)C1(C)CCCN(C(=O)c2ccc(OC)cc2OC)C1 (stereo unspecified)
-1	-3	12	-1	4	-10	7	1	0.3	0	CCN(C(=O)COC(=O)c1cccc(C)c1[N+](=O)[O-])c1c(N)n(Cc2ccccc2)c(=O)[nH]c1=O
-2	-2	-1	7	7	1	4	-2	0.4	2	CCCn1nc(Oc2nc(NCC)nc(NC(C)C)n2)ccc1=O
1	-2	-9	0	-1	1	2	10	-0.2	5	COc1ccccc1N1CC(C(=O)OCC(=O)Nc2cc(C)on2)CC1=O (stereo unspecified)
0	0	-5	13	-3	0	-3	-26	-0.2	1	CCC(C)NS(=O)(=O)c1ccc(NC(=O)Cc2ccc(OC)cc2)cc1 (stereo unspecified)
0	-373	-2	3	-1	-384	-1	-1	30*	0	CC(C)C1NC(C(=O)O)Cc2c1[nH]c1ccccc21 (stereo unspecified)
3	0	8	1	0	2	1	-23	0.0	7	Cc1ccc(NC(=O)CN(c2ccc(C)cc2)S(=O)(=O)c2cccc3nonc23)cc1
8	-1	7	13	-8	2	5	-4	-0.5	-3	Cc1ccc(CNc2ccc(N3C(=O)CC(C)C3=O)cc2[N+](=O)[O-])cc1 (stereo unspecified)
-1	9	6	-2	15	-5	2	-8	0.3	-1	CSc1ccccc1C(=O)C1CCCN(C(=O)c2cc(C(C)C)no2)C1 (stereo unspecified)
-3	1	0	-2	-1	1	-5	-1	0.4	1	Cc1cc(Br)c(NC(=O)COC(=O)CC2CC3CCC2C3)c(Br)c1 (stereo unspecified)
2	0	-1	7	2	0	4	0	0.0	-1	CCCn1nnnc1NCc1ccccc1OCc1cccs1
1	1	10	-1	-11	-10	-5	8	-0.2	4	O=C1COc2ccc(C(=O)CCl)cc2N1
3	2	-2	8	17	1	4	4	-0.3	-3	CCOC(=O)C1CCN(c2ncnc3c2cnn3-c2ccccc2)CC1
4	-2	·	1	5	-17	-7	12	0.4	3	CC(=O)c1ccc(N2CCN(C(=S)NCc3ccco3)CC2)cc1
0	4	5	-6	0	-1	6	-24	0.2	4	O=C(CN1CCN(S(=O)(=O)c2ccc(Cl)cc2)CC1)Nc1ccc2c(c1)CCC2
0	0	-6	9	10	-2	-1	-3	0.4	0	Cc1ccc2nc(N(CCCN(C)C)C(=O)CN3C(=O)c4ccccc4C3=O)sc2c1
0	2	0	11	-5	2	8	11	-0.1	-6	COc1ccccc1NC(=S)NCc1ccco1
5	12*	1	1	-4	7	3	6	0.3	-3	Cc1ccc(-c2nc(N)n(C(=O)c3cccnc3)n2)cc1
0	1	0	13	-7	-6	0	3	-0.8	-2	CCn1cc(CN2CCC(C(=O)Nc3ccc(Oc4cccnc4)cc3)CC2)cn1
1	-1	-6	7	7	5	8	-20	0.2	6	C[C@H](NC(=O)c1nc[nH]c1C(=O)NCC(=O)OCc1ccccc1)C(=O)OC(C)(C)C
5	6	-2	15	-16	4	0	5	0.3	-6	COCCN(C(=O)Cc1cccs1)C(C(=O)NC1CCCC1)c1cc(OC)c(OC)c(OC)c1 (stereo unspecified)
3	1	-4	10	7	-1	-7	14	-0.3	5	COc1cccc(Nc2nnc(SCC(=O)N3CC(C)OC(C)C3)s2)c1 (stereo unspecified)
3	-8	3	6	6	-21	-7	-10	0.7	-5	CCCc1cc(C(N)=O)c(NC(=O)c2ccoc2C)s1
5	-1	5	-6	0	0	4	-1	-0.5	5	O=C(O)CCCCCN=C1CCc2ccccc2N1
0	-5	-9	-9	-12	-2	-1	5	-0.5	-3	O=C(C[C@H]1C[C@@H]2c3cc(NC(=O)c4cccnc4)ccc3O[C@@H]2[C@H](CO)O1)NCc1ccncc1
0	2	4	12	4	0	1	-9	-0.1	5	CCOC(=O)C1=CN(CC)S(=O)(=O)NC1c1ccc(F)c(Cl)c1 (stereo unspecified)
1	1	-8	-3	2	-4	1	-4	0.4	8	CCC(=O)Nc1ccc(CCC(=O)N2CCCC2)cc1
-1	-1	-11	-12	-5	-4	4	-14	0.0	0	CN(C)/C=C(\C(=O)c1cccc(Cl)c1)c1nnnn1-c1ccccc1
1	6	0	-2	8	13*	-3	4	0.5	4	CCCOc1ccc(Cn2c(=O)oc3ccc(C)cc32)cc1OC
15	-3	-2	-8	4	-6	6	-1	-0.2	3	O=C(CNCCO)Nc1ccc(F)c(Cl)c1
-2	-1	4	-10	6	-1	-9	1	0.3	-8	CCC(C)C(=O)Nc1c2c(nc3c1CCC3)CCCC2 (stereo unspecified)
-2	1	1	-2	9	2	-1	-3	1.3	-3	Cc1nnc(NC(=O)C(C)Sc2nncn2C)s1 (stereo unspecified)
6	7	-4	-11	6	-1	-9	3	-0.8	-2	Cc1ccc(S(=O)(=O)Nc2cc(=O)[nH]c(SCC(=O)Nc3cccc(C(F)(F)F)c3)n2)cc1
-3	2	95*	0	-15	1	7	5	-0.3	2	O=C(Nc1nnc(C2CCCCC2)s1)c1ccc(Br)s1
17	-55	0	-8	0	-71	-2	3	-4.0	8	COC(=O)c1ccc2nc(-c3ccccc3)c(Cc3ccc(C)cc3)n2c1
1	-1	5	-19	-5	0	3	-3	-0.1	-4	CCn1nc(C(C)C)cc1C(=O)N1CCCC(CO)(Cc2ccc(F)cc2F)C1 (stereo unspecified)
0	1	-3	2	-12	3	6	2	0.3	4	CC1CCCN(c2nc3c(c(=O)[nH]c(=O)n3C)n2CCSc2nc3ccccc3o2)C1 (stereo unspecified)
-1	4	0	-2	-1	-2	4	-4	0.4	-5	O=C(CNC(=O)c1cccs1)OCC(=O)c1ccccc1Cl
2	-1	-2	1	13	-3	3	1	0.9	3	O=[N+]([O-])c1cccc(C(=Nc2ccccc2)NO)c1
2	3	-5	-6	2	5	0	0	1.4	-7	O=C(c1cc(C2CCCCN2C(=O)OCCF)on1)N1CCOCC1 (stereo unspecified)
-1	1	-3	2	7	4	-2	2	0.1	2	Cc1cccc(C)c1NC(=O)CNC(=O)C12CC3CC(CC(O)(C3)C1)C2
-2	-2	-1	-12	-4	-1	0	3	0.1	7	COCc1[nH]nc2c1C(c1cccc(C(F)(F)F)c1)NC2=O (stereo unspecified)
1	i	4	-5	4	i	-2	13	53*	5	CC1CCN(CCCn2c(=S)[nH]c3ccc(N4CCOCC4)cc3c2=O)CC1
2	-75	36*	2	0	-72	-2	-2	-3.7	4	CCOC(=O)c1nn(-c2ccc(Cl)cc2)c2nc(-c3ccc(C)cc3)c(C#N)c(=O)n12
2	5	3	7	-5	0	0	-1	0.0	-14	COc1ccc(S(=O)(=O)Nc2c(C)cccc2C)cc1-n1cnnn1
-2	-1	3	-11	0	-2	-2	-4	-0.5	2	O=C(CCC(=O)c1cccs1)OCc1ccc([N+](=O)[O-])cc1
5	-4	1	-2	17	-9	1	12	-1.1	5	Cc1ccc(Sc2ncccc2[N+](=O)[O-])cc1
1	-2	4	6	1	-4	4	2	0.4	4	CCC1CCCCN1CCCNC(=O)C1CCN(c2nnc(-n3cccc3)s2)CC1 (stereo unspecified)
-4	2	2	0	3	-1	1	-7	0.3	-1	COc1ccc(C2OCC3(CO2)SC(=O)NC3=O)cc1OC (stereo unspecified)
-1	2	-7	8	10	2	2	13	-0.1	0	Cc1cn([C@H]2C[C@H](O)[C@@H](/C=C/C(=O)NCCc3ccc(S(N)(=O)=O)cc3)O2)c(=O)[nH]c1=O
-2	-264	7	-2	0	-309	8	-2	0.1	-4	CCc1cc2c(-c3ccccc3)cc(=O)oc2c(CN2CCOCC2)c1O
2	-25	-1	0	7	-8	1	-31	-0.5	10	CCC1S/C(=C(\C#N)C(=O)NCc2ccco2)N(c2ccc(Br)cc2)C1=O (stereo unspecified)
-4	-2	8	7	-4	-3	2	0	-0.1	-1	c1ccc2sc(NC3=NCN(CC4CCCO4)CN3)nc2c1 (stereo unspecified)
0	2	-1	-1	9	2	-1	-2	-0.1	-7	C[C@H](CO)N1C[C@H](C)[C@H](CN(C)S(C)(=O)=O)OCc2cnnn2CCCC1=O

# Copied from above for reference:
UHRF1 binding	PLCg1 inh	Rev-erbA mod	ASAP1 GAP inh	ARFGAP1 inh	PLC-beta3 inh	DDE Tn6 FP inh	sPLA2-III inh	KLK7 zymogen act	DDE Tn7 FP inh	compound
-4	-2	8	7	-4	-3	2	0	-0.1	-1	c1ccc2sc(NC3=NCN(CC4CCCO4)CN3)nc2c1 (stereo unspecified)
0	2	-1	-1	9	2	-1	-2	-0.1	-7	C[C@H](CO)N1C[C@H](C)[C@H](CN(C)S(C)(=O)=O)OCc2cnnn2CCCC1=O

# Continuation:
UHRF1 binding	PLCg1 inh	Rev-erbA mod	ASAP1 GAP inh	ARFGAP1 inh	PLC-beta3 inh	DDE Tn6 FP inh	sPLA2-III inh	KLK7 zymogen act	DDE Tn7 FP inh	compound
2	2	1	6	-8	0	2	-11	0.0	-6	O=C([C@H](Cc1ccccc1)NS(=O)(=O)c1ccc(Cl)cc1)N1CC[C@@]2(O)CCCC[C@H]2C1
-3	4	-3	-10	-12	3	-6	-3	-0.2	0	CN(Cc1cn(-c2ccccc2)nc1-c1ccc(Cl)cc1)C(=O)CCC(=O)O
-2	-24	-6	1	0	-28	-7	-8	2.6	2	C=CCN1C(=O)N/C(=C/c2ccc(C)o2)C1=O
24*	2	0	3	2	0	-4	17	-0.2	3	CC(C)(C)c1ccc(OCCCN2CCCC2)cc1
0	2	2	-2	3	1	0	-1	-0.7	0	CS(=O)(=O)c1cnc(-c2ccccc2)nc1Oc1ccc(Cl)cc1
1	-1	-2	1	-2	1	10	4	0.1	6	CCOCC(O)CNc1ccccc1 (stereo unspecified)
